Screening data deposited in PubChem by Broad Institute.
PAX8 reporter – lowers PAX8-driven luciferase in RMG-I cells; inhibition, % at 12.6 µM; AID 652154; 360,000 compounds, 1.2% hits; RMG-I TPO-luciferase reporter, SteadyGlo, 24 h;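 active = mean replicate inhibition at least 60% with every replicate also reaching 60%; inconclusive = only one of the two criteria is met; inactive = mean below 60% and not all replicates reaching 60%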;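 also: luciferase light reporting Pax8 driven TPO promoter activity; plate controls were median of neutral control wells for no effect and mitoxantrone controls for full effect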
ERp5 block – blocks human ERp5 reductase activity on insulin; ERp5 insulin aggregation, absorbance 650 nm, 90 min; inhibition, % at 9.99 µM; 350,000 compounds, 0.05% hits; AID 651711;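 active = mean replicate inhibition above about 25%, with every replicate also reaching it, limit read from the data, passing the limit was not always enough; inconclusive = only one of those two criteria met; inactive = neither criterion met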
Target sequence (Q15084 whole entry, looked up): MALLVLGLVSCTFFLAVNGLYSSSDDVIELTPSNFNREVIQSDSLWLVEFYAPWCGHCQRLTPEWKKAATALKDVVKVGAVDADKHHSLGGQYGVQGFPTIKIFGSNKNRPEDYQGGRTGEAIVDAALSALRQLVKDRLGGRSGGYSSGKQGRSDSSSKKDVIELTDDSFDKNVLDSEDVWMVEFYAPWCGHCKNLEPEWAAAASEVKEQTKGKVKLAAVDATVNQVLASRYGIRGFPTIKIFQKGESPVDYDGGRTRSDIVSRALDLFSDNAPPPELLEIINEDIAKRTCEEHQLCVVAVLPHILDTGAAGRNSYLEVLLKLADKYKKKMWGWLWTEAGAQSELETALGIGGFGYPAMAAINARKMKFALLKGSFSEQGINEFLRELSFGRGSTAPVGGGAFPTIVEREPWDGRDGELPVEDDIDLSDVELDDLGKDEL
XiGFP reactiv – activators of X-chromosome reactivation in mouse fibroblasts. XiGFP mouse fibroblasts, % GFP-positive cells imaging, 3 d; cells co-treated with 5-aza-dC sensitizer; scaled so ellipticine positive control = 100%. 360,000 compounds, 0.055% hits. AID 743238. activation, % at 7.58 µM;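 active = mean normalized replicate activation at least 10% and every replicate at or above 10%; inconclusive = only one of the two criteria met; inactive = mean below 10% and not all replicates reach 10%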;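 also: 0% = median of on-plate neutral control wells and 100% = ellipticine 6 µM median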
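Assay system: SV40-immortalized XiGFP fibroblast cells, line 68-5-11; buffer or medium: DMEM plus 5-aza-dC sensitizer; compound: one concentration, pinned; timing: compounds 3 days, fix/stain 15 min at room temperature; benchmarks: positive control ellipticine, 6 µM final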
GSIS activator – primary screen for activators of insulin secretion dependent on glucose, INS-1E cells, GLuc reporter luminescence; INS-1E GLuc reporter insulin secretion, 2-3 h; activation, % at 16.6 µM; 370,000 compounds, 0.61% hits; AID 743287;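 active = lowest replicate activation of at least 40%, so every replicate reaches that level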;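 also: 0% = median of neutral control wells and 100% = median of IBMX positive control wells; some compounds called inactive have numbers as strong as hits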
F508del corr – CFTR F508del correction in bronchial cells; AID 720511; activity (quench increase), % at 7.58 µM; 350,000 compounds, 0.36% hits; CFBE cells, YFP halide quenching; stimulated with forskolin plus potentiator P3; % fluorescence drop versus neutral controls;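 active = mean added fluorescence quench of at least 8% versus neutral control, with both replicates also reaching 8%; inconclusive = only one of the mean or replicate conditions met; inactive = mean below 8% and not both replicates reaching 8%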;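 also: cells transiently co-express mutant CFTR-F508del with the halide-sensitive YFP; corrector assay measuring rescue of mutant channel to the surface after 24 h compound exposure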
EWS-Fli inh – EWS/Fli transcriptional activity inhibition; AID 651661; 350,000 compounds, 0.67% hits; inhibition, % at 12.6 µM; A673 NR0B1-luciferase reporter, viability-normalised;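 active = mean inhibition of at least 50% after viability correction, with every replicate also passing that limit; inconclusive = mean reaches 50% but only one of two replicates passes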;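 also: firefly luciferase signal divided by Alamar Blue viability fluorescence both relative to DMSO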
DENV2 CPE rescue – inhibitors of DENV2 cytopathic effect; DENV2-infected cells, cytopathic effect rescue, plate reader; CPE inhibition, % at 9.99 µM; 350,000 compounds, 1.7% hits; in the data active = CPE inhibition above about 20%, passing the limit was not always enough; inconclusive = no clear call, values can overlap the other calls; tested in BHK-21 cells;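 also: 0% = median of neutral control wells and 100% = median of positive control wells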
ARNT-TACC3 inh – ARNT/TACC3 interaction disruption. inhibition, % at 9.99 µM. 390,000 compounds, 0.66% hits. AlphaScreen His-ARNT PAS-B/GST-TACC3 binding, luminescence; TACC3 fragment carries E629A point mutation. Q9Y6A5;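 active = mean inhibition of replicates at least 50% and at least half of replicates each reaching 50%; inconclusive = half or more replicates reach 50% but mean below 50%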;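 also: 0% = complete ARNT plus TACC3 wells and 100% = ARNT alone without TACC3; many hits fall short of the cut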
The depositor's hits bear a star; ? = inconclusive; . = no result given.

#1 CC(=O)Nc1ccc(S(=O)(=O)N2CCn3cccc3C2C)cc1 (stereo not drawn)
#2 O=C(Nc1ccc(F)cc1)N1CCCCN2[C@H](CO)[C@@H](c3ccc(C#CC4CC4)cc3)[C@@H]2C1
#3 Cc1noc(C)c1NC(=O)Nc1ccc2c(c1)C(=O)N([C@@H](C)CO)C[C@H](C)[C@H](CN(C)CC1CCCCC1)OCCCC[C@H](C)O2
#4 Cc1noc(C)c1NC(=O)N(C)C[C@H]1OCCCC[C@@H](C)Oc2ccc(NS(=O)(=O)c3cccs3)cc2C(=O)N([C@H](C)CO)C[C@@H]1C
#5 COCC(=O)Nc1ccc2c(c1)C(=O)N(C)C[C@H](OC)[C@@H](C)CN(Cc1ccccc1)[C@@H](C)CO2
#6 COc1ccc2c3c(n(C)c2c1)[C@H](CO)N(C(=O)NC1CCCC1)CC31CN(C(C)=O)C1

assay / compound	1	2	3	4	5	6
PAX8 reporter	-9	9	.	8	.	.
ERp5 block	3	-3	-1	4	-14	4
XiGFP reactiv	-0.6	0.1	-1.1	-0.5	0.0	0.2
GSIS activator	-6	-27	17	7	-13	21
F508del corr	-6.1	-0.8	1.1	0.8	-2.4	-3.0
EWS-Fli inh	-4	1	16	5	5	.
DENV2 CPE rescue	11	-20	-2	-5	26*	-3
ARNT-TACC3 inh	-3	3	1	-7	12	.

#7 CC(C)c1ccc(NC(=S)NC2CCCCCC2)cc1
#8 O=c1[nH]c(C2C3CC4CC(C3)CC2C4)nc2ccccc12 (stereo not drawn)
#9 COc1ccccc1N1CCN(C(=O)c2cc(=O)c3ccc(C)cc3o2)CC1
#10 COC(=O)c1c(NC(=O)CN2CCN(c3ncccn3)CC2)sc(C(N)=O)c1C
#11 CCc1cc(S(=O)(=O)N2CCN(C(=O)c3ccco3)CC2)ccc1OC
#12 C[C@@H]1CN([C@@H](C)CO)C(=O)c2cc(NC(=O)Nc3ccc4c(c3)OCO4)ccc2O[C@@H]1CN(C)C

assay / compound	7	8	9	10	11	12
PAX8 reporter	-195	36	16	23	-1	6
ERp5 block	10	2	-2	-10	-6	-3
XiGFP reactiv	0.8	0.1	0.0	0.0	0.3	-1.1
GSIS activator	-27	2	-2	11	1	15
F508del corr	-0.4	-0.4	1.1	0.5	1.3	3.4
EWS-Fli inh	-11	0	3	.	10	-3
DENV2 CPE rescue	1	10	-1	-5	-2	?
ARNT-TACC3 inh	-3	-7	-2	0	-5	-2

#13 O=C(CN1C(=O)NC(c2ccccc2)(c2ccccc2)C1=O)NC1CCCC1
#14 COC(=O)CC(NC(=O)CN1CCN(c2ccc(F)cc2)CC1)c1cccc(F)c1 (stereo not drawn)
#15 CCC(=O)Nc1ccc2c(c1)C(=O)N(C)C[C@H](OC)[C@@H](C)CN(C(=O)c1ccccn1)[C@H](C)CO2
#16 COc1ccc(NC(=O)N(C)C[C@@H]2OCCCC[C@H](C)Oc3ccc(NS(C)(=O)=O)cc3C(=O)N([C@@H](C)CO)C[C@H]2C)cc1
#17 NC(N)=NC(N)=Nc1ccc(SC(F)(F)F)cc1
#18 CCOC(=O)C1=C(C)N(C)C(=O)NC1c1c(O)ccc2ccccc12 (stereo not drawn)

assay / compound	13	14	15	16	17	18
PAX8 reporter	-4	25	-18	-42	6	8
ERp5 block	-4	10	-1	0	-2	0
XiGFP reactiv	0.2	0.0	0.3	-0.1	0.1	0.4
GSIS activator	-16	-45	8	17	.	7
F508del corr	0.7	-2.9	-1.1	-4.6	.	3.6
EWS-Fli inh	3	8	4	3	-3	5
DENV2 CPE rescue	2	7	.	3	-2	-4
ARNT-TACC3 inh	-3	8	1	.	-14	-9

#19 CC1CCN(C(=O)c2cccc(NC(=O)c3cccs3)c2)CC1
#20 Cc1ccc(NC(=O)C2CCCN(C(=O)c3ccc(Cl)cc3)C2)cc1S(=O)(=O)N1CCOCC1 (stereo not drawn)
#21 C=Cc1ccc(Cn2nc(-c3ccccc3)ccc2=O)cc1
#22 O=C(NCc1ccccc1)C(c1cccnc1)N(C(=O)c1ccccn1)c1ccc(F)cc1 (stereo not drawn)
#23 COc1ccc(S(=O)(=O)Nc2ccc3c(c2)C(=O)N([C@H](C)CO)C[C@@H](C)[C@H](CN(C)Cc2ccncc2)O3)cc1
#24 CCCOc1ccc(C(=O)NNC(=S)NC(=O)c2cccs2)cc1

assay / compound	19	20	21	22	23	24
PAX8 reporter	22	5	-7	1	-15	21
ERp5 block	0	-1	-3	1	1	2
XiGFP reactiv	0.0	0.1	0.0	0.0	-0.2	6.0
GSIS activator	4	-47	4	-12	2	-13
F508del corr	0.4	-1.0	-1.0	0.2	-0.2	1.2
EWS-Fli inh	8	12	-16	2	6	.
DENV2 CPE rescue	-1	-13	-3	-3	?	8
ARNT-TACC3 inh	-2	-2	6	-18	-6	19

Single values from above:
ERp5 block result of C=Cc1ccc(Cn2nc(-c3ccccc3)ccc2=O)cc1 : -3
F508del corr result of CC1CCN(C(=O)c2cccc(NC(=O)c3cccs3)c2)CC1 : 0.4
GSIS activator result of Cc1ccc(NC(=O)C2CCCN(C(=O)c3ccc(Cl)cc3)C2)cc1S(=O)(=O)N1CCOCC1 (stereo not drawn) : -47

Next entries:
#25 O=c1c2nncn2c2cccnc2n1CCNc1ncc(C(F)(F)F)cc1Cl
#26 CSc1ccc(S(=O)(=O)NCC(=O)OCC(=O)N2CCC(C)CC2)cc1[N+](=O)[O-]
#27 CCOc1ccc(C(=O)N/N=C/c2c(C)[nH]c(=O)[nH]c2=O)cc1
#28 C[C@H](CO)N1C[C@H](C)[C@H](CN(C)C(=O)Nc2ccc(C(F)(F)F)cc2)Oc2c(NC(=O)c3ccc(-c4nccs4)cc3)cccc2C1=O
#29 O=C(Nc1ccccc1F)NC1CC1
#30 c1ccc(CNc2ncnc3sccc23)cc1

assay / compound	25	26	27	28	29	30
PAX8 reporter	8	-21	-20	.	-30	12
ERp5 block	1	4	-1	-7	-3	7
XiGFP reactiv	0.0	0.1	-0.1	0.1	0.0	0.0
GSIS activator	-8	4	3	-9	0	-40
F508del corr	-0.4	-2.4	0.2	6.9	-0.1	-0.9
EWS-Fli inh	1	-3	-5	31	-25	.
DENV2 CPE rescue	-13	-1	6	7	1	-3
ARNT-TACC3 inh	0	-8	.	4	.	-6

From no. 29 up to 30, as listed above:
#29 O=C(Nc1ccccc1F)NC1CC1
#30 c1ccc(CNc2ncnc3sccc23)cc1

assay / compound	29	30
PAX8 reporter	-30	12
ERp5 block	-3	7
XiGFP reactiv	0.0	0.0
GSIS activator	0	-40
F508del corr	-0.1	-0.9
EWS-Fli inh	-25	.
DENV2 CPE rescue	1	-3
ARNT-TACC3 inh	.	-6

(listing goes on)
#31 CC1(C(=O)Nc2ccc3c(c2)OCO3)CC1(Cl)Cl (stereo not drawn)
#32 COc1ccc2c3c(n(C)c2c1)[C@H](CO)N(Cc1ccc2c(c1)OCO2)CC31CN(C(=O)c2ccc3c(c2)OCO3)C1
#33 O=C(COC(=O)c1cnc(Cl)c(Cl)c1)Nc1ccc(S(=O)(=O)N2CCCC2)cc1
#34 O=C(NCc1ccc(Cl)cc1)C1CC(O)CN1S(=O)(=O)c1ccc(Cl)cc1 (stereo not drawn)
#35 CO[C@H]1CN(C)C(=O)c2cc(NC(C)=O)ccc2OC[C@H](C)N(C(=O)c2ccncc2)C[C@@H]1C
#36 O=C(NCC1CC1)[C@H]1[C@H](CO)[C@H]2Cn3c(ccc(-c4ccccc4)c3=O)[C@H]2N1Cc1cocn1

assay / compound	31	32	33	34	35	36
PAX8 reporter	-28	.	1	-1	.	3
ERp5 block	0	-2	3	4	-4	-2
XiGFP reactiv	0.0	0.4	2.5	0.2	0.0	0.0
GSIS activator	10	1	12	1	1	1
F508del corr	0.7	3.9	0.6	1.8	-0.8	2.4
EWS-Fli inh	-4	-9	7	-8	-4	10
DENV2 CPE rescue	11	9	0	2	-15	-2
ARNT-TACC3 inh	0	.	.	-2	9	-4

Remaining list, next part
nr | SMILES | PAX8 reporter | ERp5 block | XiGFP reactiv | GSIS activator | F508del corr | EWS-Fli inh | DENV2 CPE rescue | ARNT-TACC3 inh
37 | C=CCOCC(O)Cn1c(N2CCCC2)nc2c1c(=O)[nH]c(=O)n2C (stereo not drawn) | 6 | -1 | 0.0 | -6 | -1.9 | 2 | -4 | -11
38 | CC(=O)NN1C(=O)/C(=C\c2ccc(Br)o2)SC1=S | 34 | 2 | 0.5 | -3 | . | -21 | -1 | 43
39 | CCOC(=O)c1c(C)[nH]c(C(C)=NNC(=O)c2cccs2)c1C | -199 | 3 | 0.0 | 54* | -2.9 | -83 | -3 | 5
40 | CCN(CC)CCCNC(=O)Cn1nc([N+](=O)[O-])c(Cl)c1C | 9 | 3 | 0.2 | -6 | -3.9 | 4 | 13 | .
41 | O=C(c1ccccc1Cl)N1CCN(C(=O)C2CCCO2)CC1 (stereo not drawn) | -2 | 5 | 2.4 | 4 | -2.2 | -6 | ? | 2
42 | Cc1ccccc1-c1ccc([C@H]2[C@H](CO)N3CCCCN(C(=O)Nc4ccc(F)cc4)C[C@@H]23)cc1 | 26 | 0 | 0.2 | -16 | 6.0 | 18 | 4 | 19
43 | CN(C)c1cccc(C(=O)NN2C(=O)NC3(CCCCC3)C2=O)c1 | -72 | 4 | 0.1 | 4 | -3.4 | -43 | 6 | .
44 | COCc1cn(CC[C@H]2CC[C@@H](NC(=O)CCN3CCCCC3)[C@@H](CO)O2)nn1 | -4 | -6 | -0.3 | 5 | 2.0 | 0 | 9 | -2
45 | COC(=O)c1ccc(N/N=C/c2cc([N+](=O)[O-])cc(OC)c2O)cc1 | -25 | 5 | 0.0 | 13 | -1.6 | -20 | 2 | -1
46 | O=C(NC1=NCCS1)c1ccc2c(c1)C(=O)N(Cc1ccco1)C2=O | . | -1 | . | -15 | 0.9 | -1 | 1 | -7
47 | CN(C)CC#Cc1ccc([C@H]2[C@@H](CO)N3C(=O)CN(C(=O)c4cccc(F)c4)C[C@H]23)cc1 | -4 | -2 | 0.4 | -2 | -1.5 | 6 | 2 | .
48 | CCCc1cc(=O)oc2cc(OCC(=O)N3CCOCC3)c(Cl)cc12 | 0 | 3 | 0.1 | 16 | 3.4 | -7 | 1 | -5
49 | CCOC(=O)C1CCN(C(=O)CCNS(=O)(=O)c2cc(Br)cnc2N)CC1 | 2 | 2 | 0.0 | 18 | 0.2 | -4 | -5 | 4
50 | CCOc1ccccc1NC(=O)c1cccc2c1C(=O)N(CCOC)C2 | 3 | -2 | 0.1 | 12 | -0.2 | -4 | 2 | -6
51 | O=C(CCc1nc2sc3c(c2c(=O)[nH]1)CCCC3)NCCc1ccc(F)cc1 | 7 | -4 | -0.1 | 16 | 1.4 | 6 | -3 | -4
52 | CO[C@@H]1CN(C)C(=O)c2ccc(NC(=O)Nc3ccccc3)cc2OC[C@@H](C)N(CC2CC2)C[C@@H]1C | . | -1 | 2.0 | -10 | 3.6 | -2 | -1 | -6
